Lmaj promast: reduces viability of Leishmania major promastigotes. AID 1063. inhibition, % at 10 µM. resazurin fluorescence viability. 9% of 200,000 active; in the data active means inhibition above about 50%;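 further: promastigotes grown with compound for 44 hours at 28 °C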
APP 5UTR inh: APP translation inhibition; SH-SY5Y APP 5'UTR-luciferase reporter, luminescence; inhibition, % at 2 µM; 0.82% of 190,000 active; AID 1285;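 active means inhibition above a set limit, derived from the sample mean plus 3 SD, cut at about 45% in these data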; further: values of inactives mirror those of a sister screen read the other way
bIAP act: increases bovine intestinal alkaline phosphatase activity; purified bovine IAP, CDP-star luminescence, 30 min; active compounds read high; fold of DMSO-control signal, blank-subtracted; activation factor at 20 µM; 0.17% of 200,000 active; AID 1016;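 active means activation factor of 2 or more at 20 µM, a signal rise over negative controls twice the positive control's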
FLuc inhib CS: Photinus pyralis luciferase inhibition counter-screen. P08659. ATPLite firefly luciferase biochemical luminescence, 10 min. inhibition, % at 10 µM. 1.5% of 200,000 active. AID 1006;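 active means inhibition above about 50% when tested at 10 µM, limit read from the data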
Target sequence (P08659 whole entry, looked up): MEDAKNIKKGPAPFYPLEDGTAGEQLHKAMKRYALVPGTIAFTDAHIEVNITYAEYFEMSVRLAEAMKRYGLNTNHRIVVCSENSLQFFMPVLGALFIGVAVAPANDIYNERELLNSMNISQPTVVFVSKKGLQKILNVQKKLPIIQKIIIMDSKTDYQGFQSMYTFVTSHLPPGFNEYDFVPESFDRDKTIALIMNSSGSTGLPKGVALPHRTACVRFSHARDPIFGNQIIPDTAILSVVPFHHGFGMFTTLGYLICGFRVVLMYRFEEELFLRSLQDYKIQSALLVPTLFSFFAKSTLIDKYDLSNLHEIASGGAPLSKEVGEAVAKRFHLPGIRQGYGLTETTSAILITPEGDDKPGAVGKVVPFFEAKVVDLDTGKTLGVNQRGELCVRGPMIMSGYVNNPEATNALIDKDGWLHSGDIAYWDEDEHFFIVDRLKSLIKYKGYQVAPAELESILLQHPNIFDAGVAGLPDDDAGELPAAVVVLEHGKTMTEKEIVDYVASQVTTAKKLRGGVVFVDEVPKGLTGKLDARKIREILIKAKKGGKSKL
TNAP inh noacc: blocks human TNAP activity with no phosphate acceptor present. 0.26% of 200,000 active. AID 1012. purified TNAP, CDP-star luminescence, 30 min. inhibition, % at 20 µM. P05186;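 active means tissue-nonspecific alkaline phosphatase inhibition above about 50% at 20 µM in the single-dose screen, limit read from the data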;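 further: 0% = DMSO negative control and 100% = EDTA positive control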
Target sequence (P05186 whole entry, looked up): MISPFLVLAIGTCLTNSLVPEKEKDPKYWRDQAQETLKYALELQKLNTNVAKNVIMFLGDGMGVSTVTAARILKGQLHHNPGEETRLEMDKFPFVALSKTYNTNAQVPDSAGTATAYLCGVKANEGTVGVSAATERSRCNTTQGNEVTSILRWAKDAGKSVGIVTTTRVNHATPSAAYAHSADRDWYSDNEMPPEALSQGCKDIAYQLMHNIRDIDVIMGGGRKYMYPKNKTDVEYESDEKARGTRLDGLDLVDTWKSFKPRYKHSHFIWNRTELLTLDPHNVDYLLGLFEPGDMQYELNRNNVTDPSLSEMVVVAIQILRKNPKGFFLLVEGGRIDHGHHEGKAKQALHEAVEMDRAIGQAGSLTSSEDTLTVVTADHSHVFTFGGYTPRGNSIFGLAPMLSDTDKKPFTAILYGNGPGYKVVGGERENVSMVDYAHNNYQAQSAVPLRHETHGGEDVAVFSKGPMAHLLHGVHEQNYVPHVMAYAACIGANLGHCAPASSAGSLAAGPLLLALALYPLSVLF
RAM network inh: yeast RAM network inhibition | S. cerevisiae dse1pr::URA3 reporter, 5-FOA growth OD615, 2 d; analog-sensitive cbk1-as2 kinase mutant strain | inhibition, % at 50 µM | 1.8% of 190,000 active | AID 868;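 active means inhibition above a set limit, 3 SD over mean compound inhibition, cut at about 8.4% in these data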;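 further: 0% = DMSO-only wells with no growth and 100% = 10 µM 1-NA-PP1 full growth; inhibition rescues growth on 5-FOA so higher OD means more RAM inhibition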
TNAP inh hiacc: TNAP (human) inhibition, high acceptor; P05186; purified TNAP, CDP-star luminescence, 1 M DEA; 0.03% of 200,000 active; inhibition, % at 20 µM; AID 1135;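 active means over 50% inhibition of tissue-nonspecific alkaline phosphatase at 20 µM in the single-dose screen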;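 further: plate controls were DMSO wells for no effect and EDTA-quenched wells as full inhibition for full effect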
TNAP act hi DEA: activators of human TNAP at high phosphate acceptor concentration | 200,000 tested, under 10 active | purified TNAP, CDP-star luminescence, 1 M DEA, 30 min; active compounds read high; 0 = EDTA background, 1 = DMSO-only activity | activation factor at 20 µM | P05186;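 active means activation factor at least 2 at 20 µM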
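system = human TNAP | amount = enzyme diluted 1/800 final | reagent = 100 µM CDP-star substrate | signal = luminescent substrate turnover signal | dosing = one dose, 20 µM | benchmarks = EDTA negative control, DMSO positive control | measure = activation factor | timing = 30 min reaction, room temperature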
bIAP inh: intestinal alkaline phosphatase (bovine) inhibition. purified bovine IAP, CDP-star luminescence, 30 min. inhibition, % at 20 µM. 190,000 tested, under 10 active. AID 1019;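 active means over 50% inhibition of intestinal alkaline phosphatase at 20 µM in the single-dose screen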
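System: purified bovine intestinal alkaline phosphatase (IAP) enzyme; Input: IAP diluted 1/65,000,000 in the well; Measured by: CDP-star luminescence signal; Compound dosing: 20 µM single dose; Incubation: 30 min reaction at room temperature.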
FLuc act counter: firefly luciferase counter-screen for stimulation assays. ATPlite luciferase biochemical, luminescence, 10 min; 0 = ATP-free wells, 1 = DMSO control. 200,000 tested, under 10 active. activation factor at 10 µM. P08659;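 active means luciferase activation factor, scaled between plate controls, of at least 2 with compound at 10 µM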
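Assay system: Luciferase/luciferin reagent mix; Medium: PBS as buffer for the ATP substrate; Dosing: test compounds dosed from 2 mM stocks in 100% DMSO; Times: 10 min, room temperature; Signal: luminescence from luciferase reaction; Read-out: luciferase activation; Controls: No-ATP low control, compound-free enzyme-plus-ATP high control.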
* marks the source's active call; other numbers are inactive results; · = no result given. Compounds were not picked by outcome, and some 13% of all compounds hit somewhere here.

Start of the listing, in advance (two entries):
SMILES	Lmaj promast	APP 5UTR inh	bIAP act	FLuc inhib CS	TNAP inh noacc	RAM network inh	TNAP inh hiacc	TNAP act hi DEA	bIAP inh	FLuc act counter
N#Cc1c(NC(=O)CSc2nnc(-c3ccccc3O)n2-c2ccccc2)sc2c1CCCC2	3	-11	1.2	-2	-2	2.0	-2	1	-23	1
COc1ccc(C2C(=O)c3ccccc3C2=O)cc1	4	-41	0.9	90*	-3	2.2	-3	1	12	0.1

The list itself, repeating the preview:
SMILES	Lmaj promast	APP 5UTR inh	bIAP act	FLuc inhib CS	TNAP inh noacc	RAM network inh	TNAP inh hiacc	TNAP act hi DEA	bIAP inh	FLuc act counter
N#Cc1c(NC(=O)CSc2nnc(-c3ccccc3O)n2-c2ccccc2)sc2c1CCCC2	3	-11	1.2	-2	-2	2.0	-2	1	-23	1
COc1ccc(C2C(=O)c3ccccc3C2=O)cc1	4	-41	0.9	90*	-3	2.2	-3	1	12	0.1
Nn1c(SCC(=O)N2CCN(S(=O)(=O)c3ccc(Cl)cc3)CC2)nnc1-c1cccs1	-3	11	1.1	-9	-9	2.2	-8	1.1	-8	1.1
COCCn1c(SCC(=O)N(C)C2CCS(=O)(=O)C2)nc2ccccc2c1=O (stereo not given)	-2	0	1.1	-6	-7	-0.1	-5	1.1	-13	1.1
C=CCOC(=O)/C(=C\C=C\c1ccccc1)NC(=O)c1ccccc1	10	7	1	-3	-7	2.6	2	1	-2	1
Cc1cc(C(=O)Nc2nnc(C(F)(F)F)s2)no1	-2	-4	0.9	1	-13	-1.6	-1	1	12	1
CCOC(=O)c1ccc(Nc2cc(C)nc(-c3ccccc3O)n2)cc1	4	-8	0.9	-1	-3	3.6	-4	1	10	1
COc1ccc(N2CCN(C(=O)c3cccc(Cn4cc(Cl)cn4)c3)CC2)cc1	5	-2	1.2	1	-2	-0.8	-2	1	-19	1
Cc1cc(C)cc(NC(=O)CSc2nnc(-c3ccccc3C)o2)c1	-3	-41	1	-6	-10	3.6	-9	1.1	0	1.1
O=C(c1cccc(-n2cnnn2)c1)N1CCOCC1	-5	-4	0.9	-8	-4	1.0	-6	1.1	10	1.1
COc1cc(C(=O)OCC(=O)Nc2c(F)cccc2F)cc(OC)c1C	-3	-1	1.1	-5	-3	2.6	-2	1	-5	1.1
OC(COc1ccccc1)CN1CCN(CC(O)COc2ccccc2)CC1 (stereo not given)	87*	-4	1.3	-4	-2	0.4	-2	1	-26	1
COc1ccc(CNC(=O)CN(c2cccc([N+](=O)[O-])c2)S(C)(=O)=O)cc1	-4	1	0.9	-11	1	0.4	-1	1	6	1.1
Cc1cc2c(c(=O)n1Cc1ccccn1)C(C(C)C)C(C#N)=C(N)O2 (stereo not given)	1	1	0.9	-4	-12	0.1	-2	1	10	1
O=C(CC1C(=O)NCCN1C(=O)Nc1ccccc1)Nc1cccc(C(F)(F)F)c1 (stereo not given)	-1	15	1	-1	-7	-0.3	-2	1	2	1
Cc1nc2nc(SCC(=O)NCCCN3CCOCC3)nn2c(C)c1Cc1ccccc1	-7	-1	1	-7	-8	0.9	0	1	1	1.1
CC(C)n1nc(C(=O)Oc2cc(Cl)ccc2Cl)c2ccccc2c1=O	-1	4	1.1	-2	-9	0.6	2	1	-12	1
CC(C)CCNC(=O)C1CCN(S(=O)(=O)c2ccc3c(c2)CCC(=O)N3)CC1	-5	-2	1	-6	7	3.8	-5	1	-4	1.1
CCN(CC)C(=O)c1ccccc1NC(=O)c1cccc(S(=O)(=O)N(CC)CC)c1	-2	12	0.9	-3	-3	0.4	-1	1	12	1
CCC(C)(c1ccc(C(=O)OC)s1)c1ccc(C(=O)OC)s1	3	-9	1	0	-9	-0.8	-4	1	1	1
c1cncc(-c2nc3cc4ccccc4cc3[nH]2)c1	3	-154	1	82*	-1	0.0	-5	1	0	0.2
COC(=O)COc1ccc(=O)n(-c2ccccc2)n1	-1	-11	0.9	-3	-5	0.1	-2	1	11	1
C=CCOC(=O)c1ccc(-n2cnc(C)n2)nc1	4	-3	0.9	1	-10	1.0	-5	1.1	12	1
Cc1cc(Nc2ccc3c(c2)OCCO3)c2ccccc2n1	95*	-10	0.9	-4	-4	3.7	-5	1	6	1
O=C(O)C1C2C=CC(C2)C1C(=O)N1CCN(CCO)CC1 (stereo not given)	-1	-2	1	-5	5	0.2	0	1	0	1.1
Cn1nnnc1SCC(=O)Nc1cccc(S(=O)(=O)N2CCCC2)c1	-7	-24	1	-6	-11	1.6	1	1	0	1.1
COc1ccc(OC)c(C(=O)c2ccc(C(=O)Nc3cccc4ccccc34)cc2)c1	55*	9	1	-4	-6	3.9	4	1	3	1
CCN(CC(=O)NC1CCS(=O)(=O)C1)c1nc(-c2cccnc2)nc2ccccc12 (stereo not given)	-2	-9	1	-11	0	3.7	-5	1	1	1.1
N#CCOC(=O)/C=C/c1ccc2c(c1)OCO2	0	-20	1.1	9	-12	3.1	-6	1.1	-11	0.9
CCOc1ccc(N2C(=O)CC(N(CCc3ccccc3)C(=O)/C=C/C(=O)O)C2=O)cc1 (stereo not given)	-14	11	1	-4	-4	0.2	0	1	-1	1
CCCCCCC1CC(CC(=O)Nc2ccc([N+](=O)[O-])cc2)C(=O)O1 (stereo not given)	-7	6	0.9	-7	-2	1.9	2	1	14	1.1
CC1CCCN(C(C(=O)Nc2ccc(C(C)C)cc2)c2ccc3c(c2)OCO3)C1 (stereo not given)	26	-12	1.8	-2	-45	0.0	-6	1.1	-82	1
c1ccc(Nc2ccc(-n3ccnc3)nn2)cc1	-4	9	1	5	-5	1.4	-2	1	-1	1
CC(C)(C)c1nc(SCC(=O)Nc2nc3c(s2)CCCC3)c2ccccc2n1	80*	-4	0.9	-6	-5	1.2	0	1	13	1.1
COc1cc(OC)cc(-c2cc(NC(C)=O)n[nH]2)c1	2	0	0.9	-2	1	-0.1	-4	1	14	1
Cc1cccc(NC(=O)c2ccccc2O)c1C	2	-56	1	15	-4	1.3	0	1	3	0.9
Cc1nnc(NC(=O)C2C3C=CC(O3)C2C(=O)O)s1 (stereo not given)	-6	12	0.9	-4	-12	1.4	-6	1.1	11	1
COc1ccc(/C=N/NC(=O)c2[nH]c3ccc(Br)cc3c2-c2ccccc2)cc1	-2	97*	1.1	-3	0	2.9	-2	1	-15	1
CC(C)N(C1=N/C(=C\c2ccco2)C(=O)N1c1ccccc1)C(C)C	-15	27	0.9	-7	-3	1.1	-6	1.1	14	1.1
CS(=O)(=O)N1CCN=C1SCc1ccc([N+](=O)[O-])cc1	0	16	0.9	-3	-12	0.9	-6	1.1	7	1
O=C(O)c1ccc2c(=O)[nH]c(CCl)nc2c1	-8	-12	1.1	-4	-12	1.0	-3	1	-8	1
COc1ccc(N2C(=O)CCC2(C(N)=O)c2ccccc2)cc1 (stereo not given)	-4	-3	1	-8	-10	-0.2	-4	1	2	1.1
Cc1cccc(CN(CC(=O)N/N=C/c2cccs2)S(=O)(=O)c2ccc(Cl)cc2)c1	93*	1	0.8	-5	-5	2.3	-1	1	22	1
Cc1ccc(C(=O)c2ccccc2C(=O)OCC(=O)Nc2ccc(SC(F)F)cc2)cc1	66*	23	0.9	4	3	13*	-4	1	8	1
O=[N+]([O-])c1ccc2nc(CCCO)[nH]c2c1	2	-16	0.9	-3	-2	1.5	-1	1	6	1
COC(=O)N/N=C(\C)c1ccc2ccccc2c1OC(F)F	56*	27	1	0	-12	1.4	1	1	4	1
O=C(C(Cc1ccccc1)n1cccc1)N1CCCCC1 (stereo not given)	-7	4	0.9	-6	-15	1.0	-9	1.1	7	1.1
N#CC1=C2Nc3ccccc3N2C(=O)NC1(c1ccccc1)C(F)(F)F (stereo not given)	1	-10	0.7	-5	-5	1.4	-1	1	31	1
Cc1cccc(-c2noc(CN(C(=O)c3ccc(Br)o3)C(C)C)n2)c1	-1	-1	1.1	-3	-8	2.8	-3	1	-5	1
COc1ccc(NC(=O)C2(c3ccc(NC(=O)c4ccc(OC(C)=O)cc4)cc3)CCCC2)cc1	-7	-7	1	-5	-9	3.5	-2	1	-3	1.1
O=C(CN(CCc1ccccc1)C(=O)CNS(=O)(=O)c1ccc(F)cc1)NCc1ccco1	1	-33	0.6	-6	-6	0.7	-3	1	40	1.1
O=c1c2ccccc2nc(SCc2cc(F)ccc2F)n1C1CCCC1	15	-4	0.9	-3	-12	3.6	-6	1.1	10	1
Cc1ccc(NC(=O)c2c(NC(=O)CCC(=O)O)sc3c2CCCCC3)cc1	-11	-17	0.9	-3	-5	1.9	0	1	12	1
O=C(COC(=O)COc1ccc(Nc2ccccc2)cc1)NCc1ccco1	3	7	0.9	3	-9	2.1	-2	1	15	1
CCCCn1c(=O)[nH]c(=O)c2c1nc(CN1C(=O)c3ccccc3S1(=O)=O)n2CCC	40	-19	1	-8	-8	3.1	-6	1.1	-3	1.1
O=C(/C=C/c1ccco1)NCCCN1CCN(CCCNC(=O)/C=C/c2ccco2)CC1	-6	-2	0.3	-8	-12	1.1	-2	1	·	1.1
O=C(O)CSc1nnc(-c2ccccc2)o1	-8	4	1	-6	2	1.1	-7	1.1	2	1.1
Cc1ccccc1Nc1nc(N)nc(CSc2ccccc2)n1	59*	-159	1	10	-15	-0.3	-1	1	-4	0.9
O=C(Nc1ccc(N2CCOCC2)cc1)c1cc2c(s1)CCCCC2	4	-3	0.9	2	-12	-1.2	-6	1.1	9	1
Cc1ccnc(NS(=O)(=O)c2ccc(C(C)(C)C)cc2)c1	-6	17	0.9	-5	-6	-0.1	-2	1	6	1.1

Results in FLuc inhib CS and TNAP inh hiacc, for 5 of the compounds above:
mol,FLuc inhib CS,TNAP inh hiacc
CCCCn1c(=O)[nH]c(=O)c2c1nc(CN1C(=O)c3ccccc3S1(=O)=O)n2CCC,-8,-6
COC(=O)N/N=C(\C)c1ccc2ccccc2c1OC(F)F,0,1
Cc1cccc(-c2noc(CN(C(=O)c3ccc(Br)o3)C(C)C)n2)c1,-3,-3
COc1ccc(N2C(=O)CCC2(C(N)=O)c2ccccc2)cc1 (stereo not given),-8,-4
COc1ccc(NC(=O)C2(c3ccc(NC(=O)c4ccc(OC(C)=O)cc4)cc3)CCCC2)cc1,-5,-2

(continued)
SMILES	Lmaj promast	APP 5UTR inh	bIAP act	FLuc inhib CS	TNAP inh noacc	RAM network inh	TNAP inh hiacc	TNAP act hi DEA	bIAP inh	FLuc act counter
CCOc1ccccc1C(=O)Nc1nncs1	-7	3	0.9	-4	-5	-0.3	0	1	6	1
COc1ccc(N/C(C)=C2/C(=O)C(=O)N(CCO)C2c2ccc(Br)cc2)cc1 (stereo not given)	2	-4	0.9	-8	-7	0.6	-5	1	11	1.1
Cc1cc(C)cc(-n2ccnc2SCC(=O)Nc2ccc3c(c2)OCCO3)c1	8	2	0.9	-6	-14	-0.6	-6	1.1	8	1.1
COc1ccc(Cc2nn3c(Cn4nnc5ccccc54)nnc3s2)cc1	18	5	0.9	25	-20	4.2	-2	1	5	0.8
COc1ccccc1CNC(=O)COc1ccc(C)nc1[N+](=O)[O-]	1	-13	1	-3	-18	0.2	-4	1	0	1
CCOC(=O)c1ccc2[nH]c3c(c2c1)CCCC3C(=O)OCC (stereo not given)	3	3	0.9	1	-5	0.8	0	1	6	1
CCOc1ccc(CN2CCN(Cc3cccn3-c3ncccn3)CC2CCO)cc1 (stereo not given)	2	3	1	-2	-7	1.1	-4	1	1	1
